FAS-TE inh = blocks the thioesterase domain of human fatty acid synthase; recombinant FAS-TE, OMFH fluorogenic substrate, fluorescence endpoint; inhibition, % at 15 µM; P49327; AID 602261; 360,000 compounds, 0.67% hits;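 active = compounds whose normalised, plate-corrected inhibition of enzyme fluorescence in the single-dose primary screen is 50% or more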;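 note: 0% = DMSO with enzyme and 100% = substrate without enzyme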
MLLE-PAM2 inh = blocks PAM2 peptide binding to the PABP1 MLLE domain; GST-MLLE / FITC-PAM2 fluorescence polarization; P11940; 360,000 compounds, 0.36% hits; inhibition, % at 20 µM; AID 588489; in the data active = inhibition above about 35%, passing the limit was not always enough;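 note: plate controls were DMSO wells with GST-MLLE for no effect and wells lacking GST-MLLE protein for full effect; some results filed as inactive read as strong as hits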
Neddylation inh = blocks human cullin neddylation; P61081+Q13564; TR-FRET cullin neddylation, biochemical; calls only at 25 µM; 360,000 compounds, 0.58% hits; AID 651699; in the data active = inhibition above about 36%
E coli Lon inh = inhibitors of E. coli Lon protease; purified E. coli Lon protease, fluorescence polarization; inhibition, % at 7.94 µM; 360,000 compounds, 0.42% hits; AID 602123; in the data active = inhibition above about 13%, passing the limit was not always enough;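 note: 0% = enzyme with probe and DMSO and 100% = no enzyme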
CendR NRP1 mod = NRP-1/CendR interaction modulation; O14786; FAM-RPARPAR peptide binding to NRP-1, fluorescence polarization; inhibition, % at 25 µM; 360,000 compounds, 0.85% hits; AID 602438;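 active = inhibition or corrected inhibition above about 18%, plus a signal ratio from 0.5 to 1.5, limit read from the data, passing the limit was not always enough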; note: strong numbers were not always called active
MT1-MMP act inh = inhibitors of human MT1-MMP activation; P50281; HT1080 RFP-PRO-GFP cells, GFP/RFP ratio fluorescence, overnight; percent of plate control window, DMSO zero; GFP/RFP ratio change, % at 20 µM; 360,000 compounds, 0.061% hits;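 active = GFP/RFP ratio change of at least 30% with cell ATP level not reduced by more than half and red fluorescence within 50% of control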; note: strong numbers were not always called active
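Compound: 20 µM single dose, 1% DMSO / System: HT1080 RFP-PRO-GFP cells / Controls: DMSO and RFP-L50D-GFP cell wells / Read-out basis: GFP/RFP fluorescence ratio / Schedule: overnight compound exposure at 37 °C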
SKN-1 inh = blocks SKN-1 activity in C. elegans. C. elegans VP596 Pgst-4::GFP/RFP ratio, acrylamide-induced, 24 h. inhibition, % at 21.8 µM. 360,000 compounds, 0.49% hits;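 active = interference check ratio from 0.5 to 1.5 plus GFP to RFP signal ratio inhibition reaching or exceeding a fixed threshold, cut at about 30% in these data, passing the limit was not always enough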; note: some compounds called inactive have numbers as strong as hits
bovine MsrA act = activators of bovine methionine sulfoxide reductase A; AID 602163; 360,000 compounds, 0.3% hits; purified bovine MsrA, absorbance read-out; activation, % at 10.6 µM; in the data active = activation above about 7.5%;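 note: 0% = vehicle and 100% = reference activator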
Rin1-Abl PPI inh = blocks binding of human Rin1 to Abl; inhibition, % at 7.35 µM; AID 588664; 360,000 compounds, 0.4% hits; TR-FRET Rin1/Abl binding, biochemical; P00519+Q13671; in the data active = inhibition above about 5%, passing the limit was not always enough
Target sequence (P00519 whole entry, looked up): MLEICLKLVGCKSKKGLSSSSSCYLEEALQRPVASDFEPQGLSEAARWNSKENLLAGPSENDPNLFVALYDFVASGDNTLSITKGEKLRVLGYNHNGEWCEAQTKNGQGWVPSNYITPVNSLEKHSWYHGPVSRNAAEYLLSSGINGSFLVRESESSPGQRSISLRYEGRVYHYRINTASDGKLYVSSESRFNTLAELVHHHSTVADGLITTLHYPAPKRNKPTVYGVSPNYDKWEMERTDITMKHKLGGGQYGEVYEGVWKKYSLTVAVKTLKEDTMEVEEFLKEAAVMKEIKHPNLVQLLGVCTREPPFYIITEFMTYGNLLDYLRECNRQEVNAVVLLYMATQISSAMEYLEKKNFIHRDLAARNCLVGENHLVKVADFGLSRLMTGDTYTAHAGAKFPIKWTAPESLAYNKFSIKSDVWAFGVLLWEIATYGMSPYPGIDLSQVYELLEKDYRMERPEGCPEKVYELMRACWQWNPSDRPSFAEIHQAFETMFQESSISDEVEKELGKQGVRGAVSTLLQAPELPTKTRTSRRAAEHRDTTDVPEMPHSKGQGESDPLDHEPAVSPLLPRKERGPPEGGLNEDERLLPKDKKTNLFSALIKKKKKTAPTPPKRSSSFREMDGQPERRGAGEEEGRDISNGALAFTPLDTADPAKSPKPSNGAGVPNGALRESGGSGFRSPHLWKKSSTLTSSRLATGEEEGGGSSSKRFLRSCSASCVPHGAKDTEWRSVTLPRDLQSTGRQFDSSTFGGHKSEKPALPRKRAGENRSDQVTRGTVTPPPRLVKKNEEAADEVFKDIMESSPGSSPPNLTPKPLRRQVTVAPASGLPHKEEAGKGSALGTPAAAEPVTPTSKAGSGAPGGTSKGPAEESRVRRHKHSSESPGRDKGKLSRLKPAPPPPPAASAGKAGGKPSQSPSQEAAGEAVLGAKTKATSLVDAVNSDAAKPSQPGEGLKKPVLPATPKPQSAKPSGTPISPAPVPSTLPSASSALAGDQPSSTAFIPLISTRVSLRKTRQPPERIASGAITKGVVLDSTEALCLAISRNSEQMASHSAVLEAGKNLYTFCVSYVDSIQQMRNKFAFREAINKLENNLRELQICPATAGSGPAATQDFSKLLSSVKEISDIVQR
Target sequence (Q13671 whole entry, looked up): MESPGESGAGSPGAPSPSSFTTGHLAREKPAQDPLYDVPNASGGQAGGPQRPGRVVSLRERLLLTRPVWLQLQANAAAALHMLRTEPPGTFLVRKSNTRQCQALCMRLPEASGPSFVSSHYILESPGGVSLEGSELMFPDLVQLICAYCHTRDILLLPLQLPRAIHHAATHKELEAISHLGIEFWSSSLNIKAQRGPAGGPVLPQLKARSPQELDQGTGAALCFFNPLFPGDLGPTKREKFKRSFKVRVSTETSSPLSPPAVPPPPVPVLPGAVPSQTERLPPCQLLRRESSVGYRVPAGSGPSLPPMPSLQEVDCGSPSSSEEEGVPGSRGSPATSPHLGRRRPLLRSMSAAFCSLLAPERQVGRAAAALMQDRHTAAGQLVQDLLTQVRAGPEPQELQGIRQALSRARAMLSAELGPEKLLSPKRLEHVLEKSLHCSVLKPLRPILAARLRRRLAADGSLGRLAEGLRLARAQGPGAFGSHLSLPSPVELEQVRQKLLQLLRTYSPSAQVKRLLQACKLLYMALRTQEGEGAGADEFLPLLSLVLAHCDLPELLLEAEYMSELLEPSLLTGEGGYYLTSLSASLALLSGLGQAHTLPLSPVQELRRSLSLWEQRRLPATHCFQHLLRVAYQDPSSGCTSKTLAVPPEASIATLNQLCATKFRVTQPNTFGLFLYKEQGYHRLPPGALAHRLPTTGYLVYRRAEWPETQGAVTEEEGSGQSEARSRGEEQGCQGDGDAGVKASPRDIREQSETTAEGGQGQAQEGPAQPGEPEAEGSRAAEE
* = called active by the depositor; i = inactive; x = no result given.

Values run as follows: FAS-TE inh | MLLE-PAM2 inh | Neddylation inh | E coli Lon inh | CendR NRP1 mod | MT1-MMP act inh | SKN-1 inh | bovine MsrA act | Rin1-Abl PPI inh
> CC1CN(S(=O)(=O)c2cccc(C(=O)Nc3ccccc3N3CCCC3)c2)CC(C)O1 (centres undefined)
  6.0 | 9.3 | i | 11.4 | 1.8 | 3.9 | 12.5 | -11.5 | 0.8
> O=C(COC(=O)CNC(=O)c1ccc(Br)o1)Nc1ccccc1OC(F)F
  -3.2 | 2.3 | i | -4.1 | 3.9 | -3.4 | -8.3 | -1.8 | -1.1
> Cc1cc(Br)ccc1NC(=O)CN1CCN(c2ccccn2)CC1
  1.5 | 11.9 | i | 6.0 | -3.0 | -1.5 | 0.0 | -0.5 | 0.6
> O=C(O)c1cc(OCc2ccccc2)cc(OCc2ccccc2)c1
  -2.3 | 12.0 | i | -1.5 | -2.8 | -0.3 | -16.9 | -4.8 | 2.9
> O=C(c1cccc(C(F)(F)F)c1)C1CCCN(Cc2ccc(OCCO)cc2)C1 (centres undefined)
  -4.2 | -1.5 | i | -4.7 | -0.9 | -0.5 | 0.3 | -2.9 | 2.8
> N#Cc1ccc(COC(=O)CN2C(=O)NC3(CCCC3)C2=O)cc1
  -6.5 | 14.9 | i | 2.9 | 2.0 | 2.6 | -3.8 | -1.6 | 1.9
> O=C1CC(c2ccncc2)c2cc3c(cc2N1)OCO3 (centres undefined)
  -2.7 | -4.6 | i | 1.0 | 2.3 | 4.9 | -1.4 | -1.0 | -2.6
> COc1ccc(C(=O)NCC(=O)N/N=C/c2cccc(OC(=O)c3ccco3)c2)cc1OC
  -4.0 | -5.9 | i | 5.4 | -13.7 | -0.2 | -11.8 | -2.1 | 4.1
> COc1ccc(-c2ccc(C(=O)NCCc3ccccc3)c3occc23)c(C)c1
  -6.1 | 2.0 | i | 5.4 | 7.9 | -7.5 | 1.8 | -4.2 | -0.6
> CCOC(=O)CNCCC(=O)c1ccc(Br)cc1
  1.5 | 19.4 | i | -5.3 | 0.2 | 0.9 | -0.4 | -5.9 | -2.5
> CN(C)c1ccc(NC(=O)c2ccc3nsnc3c2)cc1
  1.7 | 11.9 | i | 2.0 | 4.0 | -3.4 | -4.8 | -3.1 | -5.0
> CC(Oc1cccc(Cl)c1)C(=O)NCc1ccc(S(N)(=O)=O)cc1 (centres undefined)
  -6.6 | 20.2 | i | 0.4 | 30.4* | 3.2 | -0.7 | -1.9 | 4.5
> Cc1c(NC(=O)Nc2ccc(Cl)cc2)c(=O)n(-c2ccccc2)n1C
  -5.4 | 13.7 | i | -0.2 | 1.3 | 4.8 | -2.5 | -1.4 | 4.7
> CCOC(=O)c1c(-c2ccccc2)csc1NC(=O)CCN1CCOCC1
  8.5 | 8.7 | i | -3.1 | 1.4 | -2.9 | 4.5 | 2.7 | 2.7
> COC(=O)C1(C)CC1(c1ccccc1)c1ccccc1 (centres undefined)
  5.8 | 13.2 | i | 3.3 | 7.2 | x | -0.1 | -2.1 | 1.6
> COc1ccc(-c2nc3ccccn3c2/N=C/c2ccc(OC)c(OC)c2)cc1O
  -9.4 | 26.2 | x | -6.7 | 6.6 | -0.3 | 2.9 | -6.7 | 0.1
> COc1ccc(OC)c(-c2cc(C(=O)N/N=C/c3cc(OC)c(OC)cc3OC)c3ccccc3n2)c1
  10.0 | 6.4 | x | 7.1 | 2.8 | -2.1 | -3.5 | -9.3 | -2.4
> C/C(=N\NC(=O)c1ccncc1)c1ccc(N2CCOCC2)cc1
  -2.0 | 2.8 | i | 3.6 | -5.7 | 4.9 | -25.0 | -11.3 | -2.6
> COc1ccc(Cn2nnnc2CN2CCC(c3nc4ccccc4s3)CC2)cc1
  23.3 | -4.6 | i | 10.8 | -8.7 | -3.8 | 5.4 | -6.3 | -1.5
> COc1ccc2c(ccc[n+]2CC(=O)c2ccccc2)c1
  -4.1 | 4.8 | i | 1.1 | -4.6 | -9.3 | 11.7 | -3.0 | -0.8
> Cc1cc(C)cc(NC(=O)c2ccc(NC(=O)C3C4CC5OC(=O)C3C5C4)cc2)c1 (centres undefined)
  -1.4 | 12.2 | i | 3.8 | 4.4 | 2.2 | 9.3 | 3.1 | 2.3
> COc1cc(NC(=O)Cn2cnc(S(=O)(=O)N3CCOCC3)c2)cc(OC)c1OC
  -2.4 | -2.8 | i | -5.0 | 18.5 | -2.4 | -4.6 | -0.7 | 1.6
> NC(Cc1ccc(C(F)(F)F)cc1)c1csc(Nc2ccc(C(=O)NCCCO)cn2)n1 (centres undefined)
  0.2 | -8.3 | i | -0.2 | -10.0 | -3.7 | 4.5 | -1.2 | -0.2
> CC(C)(C)c1ccc(S(=O)(=O)N2CCCCC2C(=O)NCc2ccccn2)cc1 (centres undefined)
  -1.8 | -10.0 | i | -3.4 | -4.6 | 2.4 | -4.7 | -3.2 | -2.1
> O=[N+]([O-])c1cccc2ccc(N3CCOCC3)nc12
  4.7 | 0.7 | i | 0.5 | 7.2 | 3.3 | -8.9 | -7.0 | -2.0
> CC(C)(C)OC(=O)N1CCCN(C(=O)Nc2cccc(Cl)c2)CC1
  5.5 | 2.4 | i | -2.3 | 6.9 | 0.6 | 9.9 | -0.5 | 4.1
> Cc1ccc(-c2nnc3n2N=C(c2ccccc2Br)CS3)cc1
  15.4 | -25.4 | i | 0.1 | 8.4 | -6.3 | 2.7 | -1.1 | -2.0
> Cc1cn(C(C)C)c(=O)n(-c2ccccc2)c1=O
  -5.4 | 0.4 | i | -6.8 | 8.4 | -0.4 | 4.1 | -2.1 | -0.2
> CCOC(=O)c1ccc(S(=O)(=O)NNC(=O)COc2ccc(C)cc2)cc1
  -5.5 | 1.0 | i | 6.0 | -9.9 | 1.3 | -7.2 | 1.1 | -2.7
> CN(C)c1ccc(CNc2ncnc3sccc23)cc1
  -5.8 | -14.3 | i | -3.1 | -4.6 | 5.6 | -17.2 | -7.8 | 1.9
> CC1=C(C(=O)N2CCCCCC2)CC(CC(=O)NC2CCCC2)C(=O)N1Cc1ccc(F)cc1 (centres undefined)
  1.6 | x | i | -2.7 | 0.3 | 7.3 | 7.3 | -3.9 | x
> Cc1ccc([C@@H]2CC(=O)[C@@H]3CN(S(=O)(=O)c4ccc(C)cc4)[C@H](c4ccccc4F)C[C@@H]3N2S(=O)(=O)c2ccc(C)cc2)cc1
  19.6 | -13.7 | i | -6.3 | 6.1 | -9.1 | 7.4 | -12.7 | 0.4
> COc1ccc(CCC(=O)Nc2ccc3c(c2)OCCO3)cc1
  -7.4 | 7.2 | i | 7.0 | 2.6 | 1.4 | 14.3 | -0.3 | -1.9
> O=C(COC(=O)c1cccc(OC(F)F)c1)Nc1cccc(S(=O)(=O)N2CCCC2)c1
  9.4 | 12.1 | i | -10.1 | -0.4 | 1.7 | 8.2 | -2.1 | 3.9
> C=CCNC(=S)N1CCC2CC1c1c(Cl)cccc12 (centres undefined)
  -6.8 | -112.7 | i | -3.1 | -1.2 | 4.4 | 4.7 | -2.9 | 1.6
> O=c1[nH]c(N2CCN(Cc3ccc4c(c3)OCO4)CC2)nc2c1CCCC2
  -0.2 | -4.8 | i | -3.9 | 7.8 | -2.9 | 10.0 | -3.1 | 1.6
> N#Cc1cc(Nc2c(N)nc[nH]c2=O)c([N+](=O)[O-])cc1C#N
  10.9 | -16.1 | i | 1.0 | 3.7 | -1.1 | -30.4 | -8.8 | -2.0
> N#C/C(=C(/O)c1ccc(Br)s1)c1nc2ccccc2[nH]1
  -5.5 | -16.4 | i | 2.8 | -19.0 | -5.0 | -1.3 | -1.4 | -2.3
> O=S(=O)(NC1=NCCC1)c1ccc(F)cc1F
  -2.5 | 3.2 | i | -2.7 | -0.7 | -2.0 | 7.7 | -1.2 | -1.6
> CCn1c(SCC(=O)NCCc2ccc(OC)c(OC)c2)nc2c([nH]c3ccccc32)c1=O
  -5.6 | 4.3 | i | 0.6 | 0.9 | -1.3 | 1.6 | -10.1 | 0.3

In the list so far, these have a furan ring, fused or not:
Values run as follows: FAS-TE inh | MLLE-PAM2 inh | Neddylation inh | E coli Lon inh | CendR NRP1 mod | MT1-MMP act inh | SKN-1 inh | bovine MsrA act | Rin1-Abl PPI inh
> O=C(COC(=O)CNC(=O)c1ccc(Br)o1)Nc1ccccc1OC(F)F
  -3.2 | 2.3 | i | -4.1 | 3.9 | -3.4 | -8.3 | -1.8 | -1.1
> COc1ccc(C(=O)NCC(=O)N/N=C/c2cccc(OC(=O)c3ccco3)c2)cc1OC
  -4.0 | -5.9 | i | 5.4 | -13.7 | -0.2 | -11.8 | -2.1 | 4.1
> COc1ccc(-c2ccc(C(=O)NCCc3ccccc3)c3occc23)c(C)c1
  -6.1 | 2.0 | i | 5.4 | 7.9 | -7.5 | 1.8 | -4.2 | -0.6

The list goes on.
Values run as follows: FAS-TE inh | MLLE-PAM2 inh | Neddylation inh | E coli Lon inh | CendR NRP1 mod | MT1-MMP act inh | SKN-1 inh | bovine MsrA act | Rin1-Abl PPI inh
> CCN1C(=NCCc2ccccn2)N[C@@H](c2cccc(F)c2)C(C(=O)OC)=C1C
  -9.8 | -74.5 | i | 0.4 | -2.8 | 1.1 | 8.0 | -2.1 | 1.2
> Cc1ccc(/C=N/NC(=O)c2nnn(-c3nonc3N)c2CN(C)C2CCCCC2)cc1
  -0.3 | -3.5 | i | -1.5 | 12.0 | -2.4 | -11.5 | -5.8 | 1.1
> Cc1ccc(C)c(-n2c(SCC(=O)O)nc3sc4c(c3c2=O)CCCC4)c1
  10.8 | -7.2 | i | -4.9 | 9.0 | -0.6 | 2.6 | -1.8 | 1.9
> CN1CCN(C(=O)C(=O)c2cn(CC(=O)N3CCOCC3)c3ccccc23)CC1
  -5.4 | 10.7 | i | -6.6 | 0.1 | -1.9 | -7.3 | -3.1 | -0.5
> CCOC(=O)c1cn2c(C)cccc2n1
  -6.0 | -14.9 | i | -4.8 | 1.9 | 1.6 | 9.6 | -2.6 | 1.0
> COC(=O)c1cc(OC)ccc1-c1ccc(OC)cc1
  -3.3 | 1.3 | x | -5.9 | 2.0 | -1.2 | -7.8 | -9.2 | -0.1
> c1ccc2c(c1)nnn2Cc1nnc2sc(-c3ccc4c(c3)OCCO4)nn12
  6.1 | 41.1* | i | -6.4 | 11.1 | -3.5 | 3.9 | -1.3 | 5.7
> COc1ccc2nc(-c3ccc(F)cc3)sc2c1
  5.4 | 6.6 | i | -0.2 | -4.7 | -1.2 | 34.4 | -2.3 | -0.9
> CC(C)C[C@H]1CN([C@@H](Cc2ccc(O)cc2)CN2CCC[C@@H]2CN2C(=O)C(=O)NC[C@@H]2Cc2ccccc2)C(=O)C(=O)N1CC1CCCCCC1
  22.4 | 5.0 | i | -1.9 | -6.8 | 6.7 | -4.4 | -2.3 | -2.7
> COCc1nnc(NC(=O)c2ccc3c(c2)OCO3)s1
  -1.3 | 11.0 | i | -2.5 | 10.1 | 3.1 | -16.9 | -9.2 | -2.7
> NC(=O)c1c(NC(=O)c2ccccc2)sc2c1CCc1ccccc1-2
  -6.0 | -2.0 | x | 5.4 | -10.2 | 2.7 | -1.4 | -2.8 | -1.9
> CCc1cccc(CC)c1NC(=O)COC(=O)C1(c2ccc(Cl)cc2)CCCC1
  24.6 | -2.6 | i | -4.3 | 5.7 | -9.5 | 14.6 | -1.9 | 4.4
> CSCCC(N=C(NS(=O)(=O)c1ccc(C)cc1)c1ccccc1)C(=O)O (centres undefined)
  -4.2 | 7.5 | i | -6.2 | -6.2 | -1.8 | -7.1 | -5.5 | -3.1
> Cc1ccc2c(CN3C(=O)NC(C)(c4ccc5c(c4)OCO5)C3=O)cc(=O)oc2c1 (centres undefined)
  25.8 | -7.8 | i | -4.6 | 5.8 | 4.9 | 6.7 | -8.4 | 4.3
> NC(=O)CC(NC(=O)Cc1cccc2ccccc12)c1ccc(NCc2cc(F)ccc2F)c([N+](=O)[O-])c1 (centres undefined)
  -3.6 | 5.4 | i | -10.9 | -12.7 | 15.6 | -10.4 | -3.7 | -3.0
